# PKM2 act – qHTS Assay for Activators of Human Muscle isoform 2 Pyruvate Kinase; hit rate 0.34% among 260,000; Potency, µM (doses to about 57.5 µM), inactives show at the highest dose activation, most hits filed as activators; purified PKM2, Kinase-Glo ATP luminescence, activation; response scale: 0% is enzyme alone, no compound; Pyruvate kinase PKM (Homo sapiens), P14618; further: potency means the concentration at half of the fitted maximal effect; on the % scale 0 is the no-effect control and ±100 the full control effect; nearly all actives have a fitted effect of over 55% in size
#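 ATP formation by purified human PK-M2, quantified via coupled luciferase luminescence after 1 h at room temperature with 0.1 mM ADP and 0.5 mM PEP final.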
# MBNL1 CUG block – qHTS Assay for Inhibitors of MBNL1-poly(CUG) RNA binding; TR-FRET MBNL1-His/biotin-(CUG)12 binding, 665/545 ratio; Potency, µM (titrated, usually from 57.5 µM), inactives show at the highest dose activity change, negative = inhibition, most hits filed as inhibitors; hit rate 0.036% among 280,000; active means well fitted inhibition curve with a large enough effect in the signal ratio, with a control signal flat, not every such curve was filed as active; inconclusive means small, poorly fitted or top-dose-only effect, or effect the other way, or a change in a side signal; inactive means no such curve, though single readings can be large or run the other way; the % refers to the signal ratio; further: potency means the concentration at half of the fitted maximal effect; on the % scale 0 is the no-effect control and ±100 the full control effect
# Target sequence (Q9NR56 whole entry, looked up): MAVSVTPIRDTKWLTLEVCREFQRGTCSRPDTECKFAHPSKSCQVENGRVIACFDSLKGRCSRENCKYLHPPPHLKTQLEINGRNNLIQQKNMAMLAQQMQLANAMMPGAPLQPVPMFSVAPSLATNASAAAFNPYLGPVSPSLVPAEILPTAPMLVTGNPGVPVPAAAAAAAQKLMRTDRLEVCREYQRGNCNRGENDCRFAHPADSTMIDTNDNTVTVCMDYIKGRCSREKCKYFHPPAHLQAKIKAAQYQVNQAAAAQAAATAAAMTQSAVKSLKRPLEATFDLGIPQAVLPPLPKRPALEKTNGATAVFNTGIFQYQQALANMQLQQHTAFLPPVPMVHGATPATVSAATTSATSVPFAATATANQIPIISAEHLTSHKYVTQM
#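 TR-FRET readout: Ex 340 nm, 665/545 nm emission ratio, normalized to buffer-only (basal) and MBNL1-(CUG)12 controls. Complex of MBNL1-His with Biotin-(CUG)12, compounds 92 nM–58 uM, incubated 60 min at room temperature.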
# Rab9 promoter act – qHTS Assay for Rab9 Promoter Activators; Huh7 Rab9 promoter-luciferase reporter, luminescence, 24 h; Potency, µM (highest dose often 9.22 µM), inactives show top-dose activation, negative = inhibition, actives largely listed as activators; hit rate 2.8% among 320,000; AID 485297, 2010; further: potency means the concentration at half of the fitted maximal effect; % of control where 0% means no effect; nearly all actives have a fitted effect of over 60% in size
#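 Stable Rab9-luc Huh7, 1500 cells/well, 2 h settle; cmpd in DMSO, 24 h, 37 °C/5% CO2; luciferase reagent 10 min RT; luminescence.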
# Gal4-VP16 FLuc – VP16 counterscreen qHTS for inhibitors of ROR gamma transcriptional activity. Drosophila S2 Gal4-VP16 UAS-luciferase, luminescence, 20 h. Potency, µM (titrated, usually from 53.6 µM), for the others: at the highest dose activity, negative = inhibition, actives largely listed as inhibitors. hit rate 3.5% among 310,000;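 further: Gal4-VP16 expression switched on by copper sulfate through the metallothionein promoter; potency means the concentration at half of the fitted maximal effect; on the % scale 0 is the no-effect control and ±100 the full control effect; nearly all actives have a fitted effect of over 50% in size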
# FLuc modulator – qHTS profiling assay for firefly luciferase inhibitor/activator using purifed enzyme and Km concentrations of substrates (counterscreen for miR-21 project) | AID 588342, 2011 | Luciferin 4-monooxygenase (Photinus pyralis), P08659 | hit rate 6.9% among 360,000 | Potency, µM (doses to about 57.5 µM), inactives show top-dose activity change, negative = inhibition, hits mostly inhibitors | purified FLuc, Km substrates, luminescence inhibition;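 further: potency means the concentration at half of the fitted maximal effect; plate controls were vehicle for no effect and reference inhibitor for full effect; nearly all actives have a fitted effect of over 55% in size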
#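 Biochemical qHTS of compounds, final roughly 60 µM downward over six points, against 10 nM purified firefly luciferase using Km concentrations of substrates (10 uM D-luciferin, 10 uM ATP) in Tris acetate pH 7.5 buffer; luminescence output.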
# ELG1 repair inh – qHTS screen for small molecules that inhibit ELG1-dependent DNA repair in human embryonic kidney (HEK293T) cells expressing luciferase-tagged ELG1; hit rate 2.3% among 330,000; Potency, µM (doses to about 46.1 µM), without a hit: at the highest dose activity change, negative = inhibition, hits mostly inhibitors; HEK293T ELG1-luciferase reporter, luminescence, 16 h; DNA damage induced by 5-fluorouridine; AID 504467, 2011; further: potency means the concentration at half of the fitted maximal effect; on the % scale 0 is the no-effect control and ±100 the full control effect; nearly all actives have a fitted effect of over 55% in size
#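 Reporter activity after DNA damage by 5-fluorouridine is monitored. Compound-treated cells incubate 16 hr at 37 °C, then ONE-Glo is added for 30 min before luminescence reading.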
# Menin MLL FP TR – qHTS Assay for Inhibitors Targeting the Menin-MLL Interaction in MLL Related Leukemias: Competition With Texas Red Labeled MLL-derived Mutant Peptide | O00255 | Menin + Texas Red MLL mutant peptide, fluorescence polarization | Potency, µM (highest dose often 61.6 µM), for the others: top-dose FP activity change, negative = inhibition, hits mostly inhibitors | hit rate 0.23% among 270,000; active means well fitted inhibition curve with a large enough effect in the polarisation, with a control signal flat, not every such curve was filed as active; inconclusive means small, poorly fitted or top-dose-only effect, or effect the other way, or a change in a side signal; inactive means no such curve, though single readings can be large or run the other way; the % refers to the polarisation; further: potency means the concentration at half of the fitted maximal effect; % of control where 0% means no effect; many of its hits are not listed in these tables
# Target sequence (O00255 whole entry, looked up): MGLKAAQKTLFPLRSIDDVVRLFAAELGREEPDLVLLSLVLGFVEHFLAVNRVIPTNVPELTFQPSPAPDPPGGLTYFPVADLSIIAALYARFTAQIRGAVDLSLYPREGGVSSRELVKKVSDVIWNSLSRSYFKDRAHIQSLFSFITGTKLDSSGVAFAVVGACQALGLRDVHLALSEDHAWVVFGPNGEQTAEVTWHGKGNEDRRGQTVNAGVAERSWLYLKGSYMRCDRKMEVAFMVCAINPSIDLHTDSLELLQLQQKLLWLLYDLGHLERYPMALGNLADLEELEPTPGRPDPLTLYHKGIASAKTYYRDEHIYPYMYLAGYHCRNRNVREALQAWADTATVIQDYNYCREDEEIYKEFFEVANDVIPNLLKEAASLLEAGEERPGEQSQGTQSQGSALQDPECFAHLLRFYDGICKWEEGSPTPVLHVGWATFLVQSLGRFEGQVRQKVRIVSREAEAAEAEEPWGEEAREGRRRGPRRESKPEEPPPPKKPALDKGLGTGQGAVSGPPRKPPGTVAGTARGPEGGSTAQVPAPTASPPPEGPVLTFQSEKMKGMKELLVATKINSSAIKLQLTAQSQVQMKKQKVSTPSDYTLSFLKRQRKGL
# KCNH2 3.1 inh – qHTS for Inhibitors of KCHN2 3.1: Mutant qHTS | Potassium voltage-gated channel subfamily H member 2, brain isoform KCNH2 3.1 (human) | U2OS KCNH2 3.1, thallium flux FluxOr; active compounds read low | activity change, % (tested at about 1.8 µM) | hit rate 0.95% among 340,000;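 active means maximum activity change below -70%; inconclusive means maximum activity change from -70% to -50%; inactive means maximum activity change above -50%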;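 further: thallium influx rate constant from kinetic fluorescence after stimulation buffer; on the % scale 0 is the no-effect control and ±100 the full control effect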
#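 Virally transduced U2OS (3.1 isoform, 4 h infection in dark at RT) → overnight 37 C → FluxOr + Red40 in HBSS/HEPES, 45 min → stimulation buffer, 2 min kinetic read → rate constant vs DMSO controls.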
# NPC1 prom act – qHTS Assay for NPC1 Promoter Activators; Huh7 NPC1 promoter luciferase reporter, 24 h; Potency, µM (series often up to 9.22 µM), without a hit: at the highest dose activation, usual class: activators; hit rate 2.4% among 320,000; AID 485313, 2010;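 further: potency means the concentration at half of the fitted maximal effect; % of control where 0% means no effect; nearly all actives have a fitted effect of over 60% in size; reporter is driven by a mutant NPC1 promoter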
#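 Huh7 reporter cells (NPC1 promoter driving luciferase) are dosed with compound for 24 h at 37 °C, 5% CO2; luciferase detection reagent is then added and luminescence measured after 10 min at ambient temperature.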
# Mito fusion act – qHTS Assay for Small Molecule Inhibitors of Mitochondrial Division or Activators of Mitochondrial Fusion; hit rate 0.23% among 320,000; Potency, µM (series often up to 46.1 µM), inactives show at the highest dose growth rescue (activation), hits mostly activators; S. cerevisiae fusion-defective mutant growth rescue, CellTiterGlo 48 h;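 further: potency means the concentration at half of the fitted maximal effect; % of control where 0% means no effect; nearly all actives have a fitted effect of over 45% in size; temperature-sensitive fusion mutants such as fzo1-1 at 37 °C on non-fermentable ethanol glycerol medium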
#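 Yeast fusion mutant, YPEG (non-fermentable carbon), compound, 48 h at 37C non-permissive; CellTiterGlo added, 10 min RT, luminescence read. Rescued growth = division inhibition.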
# RORg inh – qHTS for inhibitors of ROR gamma transcriptional activity; Nuclear receptor ROR-gamma (Mus musculus), P51450; Drosophila S2 Gal4-RORgamma UAS-luciferase reporter, 20 h; Potency, µM (series often up to 53.6 µM), for the others: at the top dose activity change, negative = inhibition, hits mostly inhibitors; hit rate 5.4% among 310,000; further: potency means the concentration at half of the fitted maximal effect; on the % scale 0 is the no-effect control and ±100 the full control effect; nearly all actives have a fitted effect of over 60% in size
#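 Stable Schneider cell line, Gal4 DNA-binding domain fused to ROR gamma, UAS-luciferase. Cmpd 1 hr RT → CuSO4 700 uM final → 20 hr RT → luciferase reagent 10 min → luminescence.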
# * hit, by the source's call; ? = inconclusive; . = no result given; [ ] = remark or other dose. Unless noted, the call rests on the fitted dose curve; in most records, active means well fitted curve in the direction sought with a large enough effect; inconclusive means small, poorly fitted or top-dose-only effect, or another doubt; inactive means no such curve, though single readings can be large; an effect the other way counts as inactive or inconclusive.
Compound	PKM2 act	MBNL1 CUG block	Rab9 promoter act	Gal4-VP16 FLuc	FLuc modulator	ELG1 repair inh	Menin MLL FP TR	KCNH2 3.1 inh	NPC1 prom act	Mito fusion act	RORg inh
CN(CC(=O)Nc1ccc(F)cc1)C(=O)COC(=O)c1ccc(-c2ccccc2)cc1	.	.	-2%	.	0%	4%	.	4	3%	-2%	.
CCOc1ccccc1NC(=S)N(CCOC)C1CCN(C(C)=O)CC1	-5%	-14%	-8%	7%	0%	23%	.	14	0%	3%	-21%
Cc1ccc(NS(=O)(=O)c2cccc(C(=O)N3CCN(C(=O)c4ccco4)CC3)c2)cc1	.	.	-3%	.	3%	-15%	.	8	-2%	0%	.
CC(C)(C)Nc1nc(Oc2ccc(=O)n(-c3ccccc3)n2)nc(N2CCOCC2)n1	8%	-5%	-6%	2%	4%	-21%	0%	-1	2%	-6%	-10%
NC(=O)C1CCN(CC(=O)NC2CCCc3ccccc32)CC1 (centres undefined)	1%	-9%	15%	3%	-1%	6%	3%	-40	0%	-33%[inhibitor]	0%
CCP(=O)(c1cccc([N+](=O)[O-])c1)c1cccc([N+](=O)[O-])c1	4%	?	-7%	6%	0%	0%	.	-5	-6%	2%	22%
C/C(Nc1ccc(Cl)cc1)=C(/C#N)C(N)=O	4%	-10%	1%	6%	1%	8%	6%	-15	1%	2%	12%
CC(C)c1ccc(NC(=S)NC2CCN(Cc3ccccc3)CC2)cc1	6%	-12%	-1%	?	-1%	-5%	-4%	-42	-7%	1%	16µM*
COc1ccc(N=C2O/C(=C/c3sc(=S)n(CC4CCCO4)c3O)N=C2C#N)cc1 (centres undefined)	-1%	.	7%	10%	2.4µM*	-5%	.	-26	13%	3%	-14%
COc1ccc(/C=C(/C#N)C(=O)Nc2ccc(C)cc2C)cc1C(=O)O	1%	0%	-9%	-5%	-2%	-5%	17%	-7	-4%	-2%	-11%
O=C(O)c1n[nH]c2ccccc12	-11%	-11%	2%	-11%	5%	9%	-2%	7	3%	-6%	6%
Cc1ccc(Oc2cc([N+](=O)[O-])cc3c2C(=O)Nc2ccccc2O3)cc1	1%	-11%	-9%	-19%	-7%	?	5%	-13	-10%	-4%	-30%
COC(=O)c1ccc2c(=O)n(CCCN3CCOCC3)c(=S)[nH]c2c1	-12%	5%	2%	?	3%	3%	6%	-4	-1%	-1%	?
CCc1c(C)nc2cc(-c3ccc(OC)c(OC)c3)nn2c1NCC1CC1	0%	0%	10%	4.5µM*	?	15µM*	6%	-4	13%	?	11µM*
CCN(c1cccc(C)c1)S(=O)(=O)c1ccc2c(c1)CCCN2C(C)=O	-1%	-6%	-1%	15%	1%	-5%	-12%	-3	0%	0%	-5%
CN1C(=O)C(C)(C)c2cc(S(=O)(=O)NCC3CCC(C(=O)NCc4ccccc4)CC3)ccc21 (centres undefined)	1%	3%	0%	-23%	3%	4%	-3%	1	1%	0%	22%
O=C(NCC1CCCO1)C1CCN(S(=O)(=O)c2cccc3cccnc23)CC1 (centres undefined)	-4%	-3%	-2%	?	2%	?	-7%	7	0%	2%	-22%
O=[N+]([O-])c1ccc(N2CCOCC2)c(S(=O)(=O)N2CCOCC2)c1	1%	?	-7%	3%	-1%	-5%	1%	.	-1%	0%	15%
CCCn1nnc(NC(=O)c2cccc(OCC)c2)n1	9%	-7%	?	3%	17µM*	?	11%	3	?	-5%	15%
CC(=O)Nc1ccc(-c2csc(Nc3ccc(Cl)cn3)n2)cc1	.	12%	-4%	-19%	-20%	?	?	6	-3%	-29%	-19%
CCOC(=O)C(Sc1nn(C)c(=S)s1)C(C)=O (centres undefined)	-1%	-9%	-1%	3%	0%	-2%	3%	6	0%	3%	-7%
COc1cc(N/C=C(\C(C)=O)c2ccccc2)cc(OC)c1	-5%	-4%	-5%	-15%	-9%	?	-8%	.	1%	9%	44%
Cc1cccnc1NC(=O)c1ccc(Cl)c(S(=O)(=O)N2CCCC2)c1	1%	0%	0%	-10%	6%	10%	.	-9	-2%	1%	-25%
CCOC(=O)Cc1c(C)nc2cc(-c3ccc(C)cc3)[nH]n2c1=O	-10%	4%	27%	3%	?	?	8%	-35	18%	-4%	13%
Cc1ccc(S(=O)(=O)N2CCN(C(=O)/C=C/c3ccco3)CC2)cc1	2%	-1%	-6%	4%	5%	1%	-1%	12	1%	7%	12%
COc1cccc(C2C=C(c3ccc(Br)s3)Nc3ncnn32)c1OC (centres undefined)	7%	197%[activator]	-5%	?	-1%	-15%	50%[activator]	-13	2%	-16%	-119%
O=C1CC(N2CCC(c3nc4ccccc4s3)CC2)C(=O)N1 (centres undefined)	-4%	4%	3%	-4%	-5%	?	2%	0	-3%	-3%	23%
CCCc1c(C(=O)N/N=C/C(C)=C/c2ccccc2)nnn1-c1nonc1N	.	3%	14%	-8%	2.4µM*	?	?	-16	13%	2%	12%
CCOC(=O)C1(Cc2ccc(OC)cc2)CCN(C(=O)c2cccc3nccnc23)CC1	-17%	6%	12%	-8%	-16%	4%	-5%	-5	3%	-2%	12%
Cc1cccn2cc(COc3ccc(-c4ccccc4)cc3)nc12	-24%	-5%	?	?	9.5µM*	?	0%	-101*	?	-6%	13µM*
COc1ccc(/C=C(/NC(=O)c2ccccc2)C(=O)NCc2ccco2)cc1	.	4%	0%	-7%	-1%	-1%	.	-18	2%	-5%	-21%
Cc1ccn2cc(-c3cccc(NC(=O)CCC(=O)O)c3)nc2c1	-16%	0%	-5%	10µM*	0.85µM*	?	-12%	3	-6%	-2%	7.1µM*
CCOC(=O)N1CCN(C(=O)CCN2C(=O)COc3ccccc32)CC1	-5%	-6%	-3%	1%	4%	1%	?	-7	1%	-1%	21%
Cc1ccc(NC(=O)CSc2nc(N)cc(=O)[nH]2)cc1S(=O)(=O)N1CCOCC1	-4%	.	8%	-3%	-2%	-2%	.	18	-2%	7%	9%
Cc1ccc(CCNS(=O)(=O)c2cc3c(cc2C)NC(=O)CO3)cc1	?	4%	?	-2%	3%	-16%	10%	2	-2%	1%	6%
CC1CN(C(=S)Nc2ccccc2)CC(C)O1 (centres undefined)	-2%[11.5 µM]	-4%	4%	-18%	3%	-2%	-13%	-1	0%	-5%	-31%
COc1ccc(-n2nc3c(N)n[nH]c3cc2=O)cc1	-4%	?	-4%	-5%	-14%	1%	4%	.	1%	-2%	-2%
COc1ccc(CC(=O)NC2CCCc3ccccc32)cc1 (centres undefined)	-2%	-1%	-3%	-12%	1%	10%	-15%	-4	-1%	3%	16%
O=C(OCC(=O)N1CCN(C(=O)c2ccco2)CC1)c1cc(-c2ccco2)nc2ccccc12	16µM*	?	-10%	5%	15µM*	?	?	-8	-5%	-1%	-3%
CCOc1ccc(NC(=O)[C@@H]2CCCN2C(=O)c2cccs2)cc1S(=O)(=O)N1CCCCC1	.	.	-3%	.	3%	-22%	.	7	0%	3%	.
COc1cc(NS(=O)(=O)c2ccc(NC(=O)CN3C(=O)c4ccccc4C3=O)cc2)nc(OC)n1	-11%	-9%	-3%	4%	?	-1%	5%	3	-1%	-1%	4%
Cc1ccc2c(nc3s/c(=C\c4ccc(-c5ccccc5C(=O)O)o4)c(=O)n32)c1C	.	0%	-1%	-7%	5.4µM*	26%	?	-1	2%	?	0%
NC(=S)N/N=C\c1ccc(-c2cccc(Cl)c2Cl)o1	3%	5%	25%	1.1µM*	-11%	?	?	?	-1%	2%	0.89µM*

# Bioassay records from PubChem BioAssay.

# The list is partial (hit frequency here may not be typical).
